Assay outcomes as filed in PubChem.
MT stabilize HCS – microtubule stabilizers in HeLa cells; HeLa tubulin immunostaining HCS, 24 h; share of cells brighter than vehicle mean+2SD; % tubulin-high responders, % at 10 µM; 200,000 tested, 0.83% active;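 active = plate Z-score above 3 for both tubulin-high and condensed-nucleus cell shares, with cell loss under 80%, at 10 µM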;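 also: anti alpha tubulin signal scored within the nucleus-defined area of each cell; some results filed as inactive read as strong as hits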
Lipid droplet – modulators of hepatic lipid droplet formation; AML12 mouse hepatocytes, oleate lipid droplets, BODIPY imaging; inhibition, % at 6.5 µM; 240,000 tested, 0.4% active; AID 1656;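 active = lipid droplet intensity inhibited by at least 50%, with more than 500 cells counted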
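Assay system: AML12 hepatocytes (mouse) / Also added: 100 µM oleic acid challenge / Times: overnight treatment with compound plus oleate / Detection: high-content imaging of BODIPY-stained droplets and DAPI nuclei / Evaluation: % inhibition of lipid droplet signal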
Dynein transport – dynein cargo transport inhibition; 3617.4 mouse cells, GR-EGFP nuclear translocation imaging; test concentration mostly 20 µM; stimulated with dexamethasone, 1 µM; active compounds read low; z-score, hits read low; 220,000 tested, 0.47% active; AID 1381;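 active = plate z-score of nuclear minus cytoplasmic receptor signal below a set negative limit, without overly bright fluorescence or cell loss, cut at about -3.5 in these data, passing the limit was not always enough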;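 also: z-score of nuclear minus cytoplasmic ring GR-EGFP intensity difference per well; some compounds called inactive have numbers as strong as hits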
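Schedule: 48 h induction, then 1 h compound, then 30 min agonist, 37 °C. Buffer or medium: tetracycline-free induction medium containing charcoal-stripped FBS. Reagent: 1.0 µM final dexamethasone stimulus. Evaluation: nuclear versus cytoplasmic GR-EGFP signal, averaged per well. Signal: high-content fluorescence imaging after fixation.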
Insulin prom up – MIN6 insulin promoter up-regulation; MIN6 insulin promoter-GFP reporter, high-content imaging; active compounds read high; z-score at 5 µM; AID 1625; 190,000 tested, 0.3% active;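 active = z-score above 3 at 5 µM with at least 500 cells counted in the well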
ER stress rescue – rescue of cells from ER stress-induced death, primary screen, 384-well, CSM14.1, thapsigargin, ATP luminescence (AID 1222). 190,000 tested, under 10 active. cellular ATP content (survival), % at 20 µM, or EC50 in µM where a hit was titrated. CSM14.1 thapsigargin-induced death rescue, ATP luminescence; higher % means a stronger effect;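 active = EC50 below 50 µM in the dose-response confirmation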;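 also: death triggered by thapsigargin at about 15 µM added after 2 h compound pretreatment; cell ATP read after overnight thapsigargin exposure of roughly 18 to 22 hours; normalized against plate controls of thapsigargin alone and 5% DMSO vehicle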
WT yeast gro inh – growth inhibition of WT yeast, mitochondrial fusion screen | mitochondrial fusion phenotypic screen, WT strain | inhibition, % at 10 µM | 190,000 tested, 2.1% active; in the data active = inhibition above about 58%; tested in S. cerevisiae
XIAP displacement – XIAP antagonists, biochemical, IAP family, fluorescence polarization (AID 1018). displacement, % at 20 µM; hits with a dose series show IC50 in µM. 200,000 tested, 0.007% active. XIAP BIR domain, fluorescence polarization peptide displacement; higher % means a stronger effect; in the data active = displacement above about 50%; also: a part of the inactive calls stands beside numbers as strong as those of hits
Autophagy mod – autophagy modulation, high-content screen; MEF GFP-LC3 puncta imaging; test concentration mostly 10 µM; calls only at 10 µM (by protocol); 190,000 tested, 0.98% active; AID 463193;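 active = percentage of spot-positive cells more than 3 SD above its plate mean, without a fluorescence outlier flag or 80% toxicity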;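 also: spot-positive cell cutoff set from DMSO-treated cells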
bCat nuc transl – modulators of beta-catenin nuclear translocation; 190,000 tested, 0.3% active; HeLa beta-catenin nuclear translocation, immunofluorescence imaging; nuclear translocation activity, % at 5 µM;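 active = nuclear translocation activity above 50% at 5 µM, with a well cell count of 50 or more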;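 also: per-cell ratio of nuclear to cytoplasmic median beta-catenin stain intensity; plate controls were DMSO negative control for no effect and GSK-3 inhibitor IX positive control for full effect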
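Test system: human HeLa cells, native beta-catenin. Compound dosing: 5 µM primary single dose, 0.1% DMSO, 0.02–20 µM confirmation series. Incubation: compound exposure 24 h at 37°C. Detection: beta-catenin immunostaining with DAPI counterstain, 20x imaging, 6 fields/well. Read-out basis: Nuclear/cytoplasmic beta-catenin signal ratio, % activation.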
WT yeast gro inh mutant strain – further read-out of WT yeast gro inh, marked with its call; inhibition, %; mitochondrial fusion phenotypic screen, mutant strain inhibition
Dynein transport cytoplasmic EGFP – second read-out of Dynein transport, no call of its own (marks repeat the call); z-score; measured here: cytoplasmic GR-EGFP intensity; active compounds read high
Dynein transport nuclear GR-EGFP – also measured in Dynein transport; calls as there; z-score; measured here: nuclear GR-EGFP intensity;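 lower value marks the stronger effect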
Dynein transport cell count – recorded beside Dynein transport, whose call it bears; z-score; measured here: cell count per field
Insulin prom up cell count – second read-out of Insulin prom up, no call of its own (marks repeat the call); cell count; measured here: cytotoxicity, nuclei count;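 total cells summed across four imaged fields per well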
Lipid droplet cells 6.5 µM – further read-out of Lipid droplet, marked with its call; cell count; measured here: cell count, cytotoxicity flag;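 cells counted across two imaged fields per well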
bCat nuc transl cell count 5 µM – also measured in bCat nuc transl; calls as there; cell count; measured here: cell count, cytotoxicity flag
MT stabilize HCS Hoechst-high % – second read-out of MT stabilize HCS, no call of its own (marks repeat the call); % Hoechst-high responders; measured here: nuclear condensation Hoechst responders;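 share of cells brighter than vehicle mean plus two SD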
MT stabilize HCS cytotoxicity % – second read-out of MT stabilize HCS, no call of its own (marks repeat the call); toxicity, %; measured here: cytotoxicity by cell density;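 0% = mean cell density of plate MIN control wells and 100% = no cells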
Autophagy mod cell loss 18 h – second read-out of Autophagy mod, no call of its own (marks repeat the call); toxicity, %; measured here: cell loss, nuclei count;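 cell loss after 18 h compound exposure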
* = called active by the depositor; i = inactive; · = not tested or not shown.

Molecule	MT stabilize HCS	MT stabilize HCS Hoechst-high %	MT stabilize HCS cytotoxicity %	Lipid droplet	Lipid droplet cells 6.5 µM	Dynein transport	Dynein transport cytoplasmic EGFP	Dynein transport nuclear GR-EGFP	Dynein transport cell count	Insulin prom up	Insulin prom up cell count	ER stress rescue	WT yeast gro inh	WT yeast gro inh mutant strain	XIAP displacement	Autophagy mod	Autophagy mod cell loss 18 h	bCat nuc transl	bCat nuc transl cell count 5 µM
CC1CC(C)CN(CC(=O)N2CCc3[nH]c4ccccc4c3C2)C1 (stereo not drawn)	3.7	2.9	5.7	·	·	-0.22	-0.15	-0.28	0.39	-1.1	988	·	-6	3	-1.7%	i	-23	1.6	820
COc1cccc(N(C(=O)c2ccn[nH]2)C2(C(=O)Nc3c(C)cccc3C)CCCCC2)c1	3.2	2.0	5.7	-32	696	0.46	-0.21	0.73	0.7	-0.1	1228	-2.9%	-15	-4	-4.2%	i	9	-0.9	520
COc1ccc2c(c1)NC1(O)c3ccccc3C(=O)C21O (stereo not drawn)	4.0	3.0	5.1	·	·	-1.2	-0.18	-0.49	0.24	-0.69	1338	1.1%	-3	-1	-2.5%	i	-7	-3.2	1065
Cc1cc(=O)cc(C)n1-c1ccccc1N1CCOCC1	15	8.9	97	3	659	-0.29	-0.25	-0.028	0.023	·	·	-2.0%	-3	-14	-3.7%	i	5	-0.5	1006
CCn1c(CNC(=O)c2cccs2)nnc1SCC(=O)Nc1ccc(Cl)cc1	1.8	1.7	3.7	2	734	-0.65	-0.16	-0.24	-0.41	·	·	-2.2%	2	7	-5.9%	i	3	-2.3	1177
O=c1[nH]c(NCc2ccco2)nnc1Cc1ccccc1Cl	59*	19*	37*	5	656	-0.29	0.33	0.1	0.18	0.57	1778	-3.1%	20	8	-20%	i	13	3.1	911
COC(=O)CSC(=S)N1CCCC(C)C1 (stereo not drawn)	3.1	1.7	5.8	2	727	0.1	-0.24	-0.0011	0.93	·	·	-0.1%	8	16	-4.6%	i	11	-2.0	1178
CN(C)C(=O)c1ccc(NC(=O)c2cccnc2)cc1	1.6	0.5	6.6	5	811	1.5	-0.12	1.5	-0.28	0.86	891	4.0%	0	10	-5.5%	i	-5	-0.8	1096
CN1C(=O)/C(=C2/C=Cc3ccccc3N2CCCS(=O)(=O)O)SC1=S	4.8	1.8	10	2	724	-0.026	-0.25	0.33	0.32	2.2	720	0.9%	29	24	-9.1%	i	2	-2.7	1068
Nc1ncc2c(n1)CC(c1ccco1)CC2=O (stereo not drawn)	1.7	2.9	12	7	688	-0.093	-0.15	0.65	-0.063	·	·	-3.2%	-4	-32	-0.5%	i	16	·	·
O=C(NNc1ncnc2c1cnn2-c1ccccc1)c1ccco1	2.8	2.0	6.0	15	795	-1.1	-0.25	-0.79	1	-0.3	1208	1.3%	12	17	-0.8%	i	10	-0.1	1113
CCn1nnc(NC(=O)C(c2ccccc2)c2ccccc2)n1	1.1	1.4	0.0	3	717	-0.59	-0.31	-0.14	1.1	-0.05	1573	1.6%	-3	5	-5.9%	i	-9	0.2	909
CCCCN(CCCC)C(=O)C[n+]1cccc(/C=N/O)c1	1.7	2.3	4.5	3	685	-1.1	-0.12	-0.69	-0.2	0.58	1299	-2.1%	-9	25	-2.8%	i	7	-1.6	1103
CC(C)CC(=O)N[C@H](C(=O)N[C@H](C(=O)N[C@@H](CC(C)C)[C@@H](O)CC(=O)N[C@@H](C)C(=O)N[C@@H](CC(C)C)[C@@H](O)CC(=O)O)C(C)C)C(C)C	4.0	3.9	9.3	-12	672	-0.98	-0.3	0.052	0.96	·	·	-0.2%	-7	-1	-16%	i	15	·	·
COc1ccc(C(C)=O)cc1CSc1nnc(-c2ccncc2)n1C	2.7	2.6	4.6	-6	684	-0.54	-0.29	-0.077	-0.21	-0.29	1316	-1.3%	-3	10	-3.9%	i	0	-1.3	1151
CN1Cc2c(N3CCOCC3)nc(SCCC#N)c(C#N)c2CC1(C)C	·	·	·	35	748	1.1	-0.21	0.69	-0.48	-0.24	1136	·	·	·	·	·	·	-0.8	1334
CSC1=NCCN1C(=O)c1c(-c2ccccc2Cl)noc1C	5.0	2.2	4.6	·	·	3.6	0.014	2.6	-1.6	1.3	997	1.0%	-5	0	-10%	i	10	·	·
CC(C)CC(NC(N)=O)C(=O)Nc1ccc(Oc2ccccc2)cc1 (stereo not drawn)	1.9	1.8	10	-6	690	-0.3	-0.27	0.6	-0.67	2.4	1196	0.7%	4	10	-5.5%	i	11	-2.1	1126
CN1CCN(C(=O)C2=C[C@@H](C3CCCCC3)C[C@@H](OCCCCO)O2)CC1	1.4	1.0	6.7	3	746	1.3	-0.21	0.98	-0.69	-0.27	1360	-0.4%	3	5	-2.9%	i	-3	-1.4	1103
CCC(C(=O)NC(C)(C)C)N(C(=O)c1ccc(Cl)nc1)C1CCCC1 (stereo not drawn)	1.6	1.3	11	-19	718	0.15	-0.19	0.33	-0.54	-0.75	1501	1.3%	-19	-19	-2.8%	i	0	0.6	1083
CNC(=O)COc1cccc(C(=O)NCc2ccccc2)c1	3.5	2.3	7.6	1	671	1.9	-0.3	1.1	-0.28	0.13	1471	0.5%	14	23	-1.6%	i	8	-2.7	1115
CCc1cccc(NC(=O)Nc2cccs2)c1	5.1	3.9	4.0	9	743	-1.2	-0.14	-0.49	0.23	-0.04	1821	0.5%	11	-16	-4.0%	i	-7	0.2	1061
COCCn1c(=N)c(C(=O)NCc2ccco2)cc2c(=O)n3cc(C)ccc3nc21	1.1	1.6	1.2	-26	667	-0.0013	-0.2	-0.13	-0.27	-0.06	1025	-1.9%	-12	0	-8.3%	i	-8	-0.1	1525
CC1=C(C(=O)OCC2CCCO2)C(c2coc3ccccc3c2=O)C2=C(CC(C)(C)CC2=O)N1 (stereo not drawn)	3.4	1.5	8.7	4	718	-0.98	-0.3	-0.43	1.3	-0.72	1356	-3.6%	-15	-6	-5.1%	i	-28	-0.7	1105
CCCOc1ccc(C(=O)NNC(=S)NC(=O)CC)cc1	2.5	0.8	2.3	·	·	-0.24	-0.2	-0.38	0.33	-0.16	1456	1.6%	88	90	-5.1%	i	-10	0.4	1300
CSc1c(C#N)c(N)nc2sc(C(=O)c3ccccc3)c(N)c12	·	·	·	5	698	-1.2	1.5	0.088	0.12	2.7	925	·	·	·	·	·	·	0.0	1165
CC(C)CCN1CCN(Cc2ccc3nsnc3c2)CC1CCO (stereo not drawn)	2.8	2.0	3.6	15	714	-0.21	0.0076	0.052	0.45	-0.29	1440	-1.3%	7	-6	-3.1%	i	-23	1.8	1096
COC(=O)CN(c1ccccc1)S(=O)(=O)c1ccc(F)cc1	3.2	1.8	4.2	-34	739	-0.8	-0.25	-0.39	0.36	·	·	-2.0%	-10	0	-1.0%	i	-1	-2.7	563
O=[N+]([O-])c1ccc(C=Nc2ccc(Cl)cc2Cl)s1	11*	9.6*	16*	·	·	-1.6	0.13	-0.57	0.26	-1.2	1382	-3.8%	16	1	-2.8%	i	-27	28	480
Cc1cc(C)n2nc(SCc3ncc(-c4ccccc4)o3)nc2n1	·	·	·	-3	731	·	·	·	·	0.73	747	2.8%	-3	-31	-19%	·	·	-2.1	1091
CCOc1ncccc1C(=O)OCC(=O)Nc1ccc(C(N)=O)cc1	·	·	·	0	650	0.54	-0.31	0.25	0.4	-0.22	1412	·	·	·	·	·	·	1.0	1301
Nn1c(SCc2cccc(Br)c2)nnc1-c1cccnc1	·	·	·	21	788	-0.029	-0.27	-0.29	0.55	0.39	1117	·	·	·	·	·	·	0.4	1311
